NR3A LBD binder = modulators (binders) of human NR3A ligand-binding domain. NR3A LBD differential scanning fluorimetry, Tm shift; 0% = protein alone, 100% = glycine-bound protein. Tm shift relative to glycine control, % at 25 µM. hit rate 2.5% among 340,000;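 active means melting temperature shift of at least 10% of the positive control shift, at one fixed dose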
MPTP inh = blocks calcium-induced mitochondrial swelling; isolated mouse mitochondria, Ca2+ swelling absorbance, 30 min; inhibition, % at 10 µM; hit rate 1.4% among 360,000;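 active means inhibition of 50% or more, scaled per plate between neutral and stimulator controls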;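 further: 0% = DMSO wells given calcium and 100% = 1 mM EGTA wells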
SENP8 block = blocks human SENP8 cleavage of Nedd8 substrate. Q96LD8. recombinant SENP8, Nedd8 substrate fluorescence. inhibition, % at 20 µM. hit rate 0.64% among 360,000; in the data active means inhibition mostly above about 40%, no sharp cut-off; inactive means mostly below about 27%
Target sequence (Q96LD8 whole entry, looked up): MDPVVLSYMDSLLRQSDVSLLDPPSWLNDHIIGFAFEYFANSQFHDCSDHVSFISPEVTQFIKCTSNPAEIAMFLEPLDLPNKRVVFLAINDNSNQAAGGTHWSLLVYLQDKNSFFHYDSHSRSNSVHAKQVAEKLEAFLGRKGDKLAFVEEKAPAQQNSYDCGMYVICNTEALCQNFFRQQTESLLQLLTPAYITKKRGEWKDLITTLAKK
HKDC1 inh = blocks human hexokinase HKDC1 activity | AID 493160 | inhibition, % at 20 µM | Q2TB90 | hit rate 0.16% among 340,000 | recombinant HKDC1, G6PDH/diaphorase resazurin coupled fluorescence;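 active means inhibition above about 35% when tested at 20 µM, limit read from the data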;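 further: plate controls were DMSO wells with enzyme for no effect and DMSO wells lacking enzyme for full effect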
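Test system: Recombinant HKDC1 (HK5) hexokinase enzyme, produced in-house | Input: HKDC1 at 5 µg/mL | Buffer or medium: Tris pH 8.0 buffer with MgCl2, Tween-20, BSA, BME | Schedule: 90 min reaction incubation at room temperature, dark | Technique: Resazurin-to-resorufin fluorescence via G6PDH and diaphorase coupling, 525/613 nm | Controls: DMSO wells with and without enzyme mix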
PfGluPho inh = PfG6PD (Plasmodium falciparum) enzyme inhibition. PfGluPho enzyme, NADPH resazurin-diaphorase fluorescence. inhibition, % at 20 µM. hit rate 0.78% among 350,000. AID 504690;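 active means inhibition reaching at least a set limit at 20 µM in the primary screen, cut at about 59% in these data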;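 further: 0% = DMSO wells with substrate and 100% = DMSO wells lacking glucose-6-phosphate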
SENP7 block = inhibitors of human SENP7 protease | hit rate 1.5% among 330,000 | recombinant SENP7, Z-RLRGG-aminoluciferin luminescence, 40 min | inhibition, % at 5 µM | Q9BQF6;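 active means inhibition above about 50% at the single test dose, limit read from the data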;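 further: plate controls were DMSO with enzyme for no effect and no enzyme buffer wells for full effect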
Target sequence (Q9BQF6 706-1050 limits assumed): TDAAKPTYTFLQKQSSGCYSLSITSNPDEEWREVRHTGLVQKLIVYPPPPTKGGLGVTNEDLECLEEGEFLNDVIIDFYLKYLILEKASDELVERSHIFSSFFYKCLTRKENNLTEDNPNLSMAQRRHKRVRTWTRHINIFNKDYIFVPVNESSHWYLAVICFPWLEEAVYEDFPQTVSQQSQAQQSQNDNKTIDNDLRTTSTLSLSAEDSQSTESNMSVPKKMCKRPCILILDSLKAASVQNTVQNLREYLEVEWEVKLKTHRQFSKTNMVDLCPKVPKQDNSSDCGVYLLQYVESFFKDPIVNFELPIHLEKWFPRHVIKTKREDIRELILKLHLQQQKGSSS
ATG4B inhibitor = ATG4B (human) cysteine protease inhibition; inhibition, % at 8.33 µM; hit rate 0.51% among 340,000; AID 504462; ATG4B cleavage of LC3-PLA2, NBD-HPC fluorescence, 1 h; Q9Y4P1; in the data active means inhibition above about 40%
Target sequence (Q9Y4P1 whole entry, looked up): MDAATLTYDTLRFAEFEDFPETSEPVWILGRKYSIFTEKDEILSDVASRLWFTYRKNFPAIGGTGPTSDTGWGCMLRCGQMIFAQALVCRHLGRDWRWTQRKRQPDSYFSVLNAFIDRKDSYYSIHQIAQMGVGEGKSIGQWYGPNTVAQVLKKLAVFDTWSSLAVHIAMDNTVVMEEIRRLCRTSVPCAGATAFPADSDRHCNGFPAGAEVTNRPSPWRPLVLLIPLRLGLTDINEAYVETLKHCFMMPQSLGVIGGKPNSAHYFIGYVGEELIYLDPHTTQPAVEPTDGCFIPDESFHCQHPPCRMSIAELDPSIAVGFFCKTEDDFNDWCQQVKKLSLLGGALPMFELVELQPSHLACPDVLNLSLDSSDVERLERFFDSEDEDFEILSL
SENP6 block = SENP6 protease inhibition; Q9GZR1; Recombinant SENP6 catalytic domain, aminoluciferin luminescence; inhibition, % at 10 µM; hit rate 1.8% among 330,000; AID 2599;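 active means inhibition above about 50% at the single tested dose, limit read from the data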;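 further: plate controls were DMSO wells with enzyme for no effect and DMSO wells lacking enzyme for full effect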
Numbers without * were called inactive; i = inactive; · = no result given.

SMILES | NR3A LBD binder | MPTP inh | SENP8 block | HKDC1 inh | PfGluPho inh | SENP7 block | ATG4B inhibitor | SENP6 block
Cc1ccc(C)c(NC(=O)CCC(=O)NNC(=O)c2cccs2)c1 | 0 | -0.4 | 20 | -5 | 7 | 1 | -9 | 8
COc1ccc2nc(NC3=NCCC3)sc2c1 | 2 | -7.5 | 18 | -2 | -3 | -8 | -12 | 6
Cc1ccc([N+](=O)[O-])c2c1C(N1CCCC1)C(C)(C)O2 (stereo not drawn) | -1 | 1.0 | 14 | 12 | 1 | 1 | -5 | 1
COCCCNC(=S)N1CCN(c2nc(-c3ccc(F)cc3)cs2)CC1 | -3 | 40 | 9 | -2 | 10 | 3 | 0 | 0
c1coc(-c2nc3c([nH]2)CCc2nonc2-3)c1 | 3 | -0.6 | -72 | -5 | 6 | -9 | -7 | -3
O=C(CCN1CCOCC1)NNC(=O)Nc1cccc(Cl)c1 | -1 | -1.8 | 7 | -6 | 7 | -4 | -14 | -9
CCOC(=O)Cc1nnc(NC(=O)C(CC)Sc2nncn2C)s1 (stereo not drawn) | -1 | -0.2 | -8 | -4 | -10 | 6 | -8 | -1
Cc1ccccc1OCC(=O)OCC(=O)NCc1ccccc1Cl | 2 | 0.4 | 15 | 1 | 4 | -10 | 25 | -20
COc1cccc(Nc2nc(NCCO)nc(N3CCCC3)n2)c1 | -2 | -0.4 | 12 | -6 | 8 | -9 | -9 | 5
CCOC(=O)c1cc(-c2ccccc2)nc2nc(N(CC)CC)sc12 | 3 | 0.2 | -304 | 4 | 3 | 1 | 10 | -4
Cc1ccc(C(=O)C(OC(=O)c2cnccn2)c2ccccc2)cc1C (stereo not drawn) | -1 | -0.2 | 5 | -4 | -3 | -1 | -14 | 0
O=C(NCCCN1CCOCC1)C1CC(=O)N(c2ccccc2)C1 (stereo not drawn) | -1 | 0.2 | 5 | 4 | 5 | -9 | 0 | -23
Cc1ccc(Cn2ccsc2=NC(=O)COC(=O)C(C)C)cc1 | 1 | -0.5 | 1 | -6 | -9 | -2 | 5 | -3
CN(C(=O)c1cccc(NC(=O)Cc2ccc(NC(=O)C3CCN(C(=O)C4CCCCC4)CC3)cc2)c1)C1CCC1 | 1 | 0.3 | -2 | -4 | -2 | · | -6 | ·
O=C(NC1CC1)C1CCN(Cc2cnn(-c3ccccc3)c2-n2cccc2)CC1 | -2 | 2.1 | 11 | -3 | 33 | -3 | -6 | -6
Cc1ccc(C2CC(C(F)(F)F)n3nc(C(=O)NCc4ccco4)cc3N2)cc1 (stereo not drawn) | -3 | 2.8 | 10 | -6 | 6 | 5 | -7 | 8
Cc1cccc(NC(=O)C(C)N2C(=O)c3ccccc3S2(=O)=O)n1 (stereo not drawn) | -1 | -0.9 | 3 | -2 | -6 | -5 | -3 | 0
CCn1c(=O)n(CC)c2cc(N3CCCC3)c(NC(=O)c3ccc(C)c([N+](=O)[O-])c3)cc21 | -2 | 0.5 | -17 | 7 | 50 | 2 | 0 | 20
O=c1c2oc3ccccc3c2[nH]c(=S)n1-c1ccc(F)cc1 | -2 | -0.2 | 4 | -1 | 6 | -2 | 7 | -2
COc1ccc(NS(=O)(=O)c2cccc(C(=O)N/N=C(/C)c3ccc(-n4ccnc4)cc3)c2)cc1 | -3 | 0.6 | 8 | -3 | 4 | · | -5 | ·
CCOC(=O)C1CCN(c2c(N3CCCC(C(=O)OCC)C3)c(=O)c2=O)CC1 (stereo not drawn) | -1 | -0.5 | 19 | -5 | -2 | 4 | -1 | -7
Cc1ccc(C(=O)C(OC(=O)CNC(=O)c2ccc(Cl)cc2)c2ccccc2)cc1 (stereo not drawn) | -1 | 12 | 4 | 5 | 7 | 6 | 20 | -1
O=C(OCCOc1ccc(F)cc1)c1ccc(S(=O)(=O)N2CCCC2)cc1 | 0 | -0.5 | 12 | -3 | 9 | 10 | 3 | -8
CCn1c(SCC(=O)Nc2cc(OC)ccc2OC)nnc1C1CCCCC1 | 0 | 0.6 | 15 | -12 | 1 | 0 | -4 | 0
COc1cc(OC)cc(-c2c(-c3cccs3)c3cc(-c4cc(OC)c(OC)c(OC)c4)ccc3n2C)c1 | -4 | 1.1 | -492 | 4 | -12 | -4 | 2 | -5
Cc1ccc(C(=O)c2coc3ccc(O)cc23)cc1 | 7 | 0.8 | 28 | 1 | 17 | 92* | -5 | 86*
O=C(NNc1cc(N2CCOCC2)nc(N2CCOCC2)n1)c1ccc(Cl)cc1Cl | -1 | -0.1 | 5 | 1 | -4 | 13 | 3 | 12
COc1ccc(S(=O)(=O)N2CCCCC2)cc1NC(=O)C1CC1 | 0 | -1.0 | 14 | -2 | 8 | 7 | 0 | -4
O=C(COC(=O)c1ccc(F)cc1)Nc1ccccc1N1CCOCC1 | 0 | -2.1 | 22 | -5 | -7 | 1 | 8 | -27
O=C(CSc1n[nH]c(=O)n1-c1cccnc1)N1CCOCC1 | 3 | -1.7 | 29 | -2 | -9 | 2 | -8 | -24
C=CCC(Nc1ccccc1)c1cccc(OC)c1OC (stereo not drawn) | 0 | 2.8 | 36 | -1 | 0 | 10 | 11 | -17
CCOC(=O)c1sc(-c2ccccc2)cc1N | -33 | 4.4 | -265 | 5 | 21 | 19 | 6 | 33
COc1cccc(CNC(=O)Cc2ccc(S(=O)(=O)N3CCOCC3)s2)c1 | -1 | -1.2 | -34 | -4 | -19 | -9 | -1 | -5
COc1ccc(C2N(c3ccc(OC)cc3)C(=S)N3CCCN23)cc1 (stereo not drawn) | -3 | 0.4 | 15 | -6 | 16 | -4 | -5 | -9
CCOC(=O)c1c(NC(=O)Cn2cnc3scc(-c4ccc(C)cc4)c3c2=O)sc(C)c1C | -6 | -1.2 | 1 | -5 | -19 | 5 | 9 | 4
O=C(CC1(O)C(=O)Nc2ccccc21)c1cccc(-n2cccc2)c1 (stereo not drawn) | -2 | -11 | 1 | -5 | -4 | 2 | -3 | 14
O=C(NCc1cccs1)Nc1ccc2c(c1)OCO2 | -1 | -1.0 | 18 | -6 | 11 | 13 | -5 | -6
O=C(c1ccc(Cl)c([N+](=O)[O-])c1)N(Cc1ccc(Cl)cc1)C1CCS(=O)(=O)C1 (stereo not drawn) | -1 | -2.9 | 14 | -8 | 21 | · | -8 | ·
COc1ccc(NS(=O)(=O)c2cc3c(cc2C)N(C(C)=O)CCO3)cc1OC | 2 | -3.9 | 21 | 0 | 4 | 9 | -7 | -19
O=[N+]([O-])c1ncn(Cc2c(Cl)cccc2Cl)n1 | 0 | 1.5 | 22 | 3 | -6 | · | 2 | ·
CC(=O)NC(c1ccc(C(C)C)cc1)c1c(O)ccc2ccccc12 (stereo not drawn) | -7 | 17 | -78 | 14 | 22 | -3 | -4 | -5
CC(OC(=O)c1cccs1)C(=O)NC1CC1 (stereo not drawn) | 0 | -1.0 | -5 | -4 | 4 | -2 | -3 | -17
COC(=O)C1=C(C)N(Cc2cccnc2)C(=O)C1 | 2 | -1.1 | -8 | -1 | -6 | 12 | 1 | 4
COC(=O)c1ccc(CSc2cc(C)c3cccc(C)c3n2)o1 | 0 | 8.7 | 8 | 0 | 6 | -2 | -6 | 2
CCc1nnc(NC(=O)c2cc(S(=O)(=O)N3CCN(c4ccccc4)CC3)ccc2Cl)s1 | -10 | -6.6 | 25 | 1 | -35 | 3 | -10 | 4
Cc1noc(C)c1COc1ccc(C(=O)OCC(=O)N2CC3(C)CC2CC(C)(C)C3)cc1 (stereo not drawn) | 2 | -1.6 | 26 | -6 | -4 | -8 | 3 | -1
Oc1ccc(-c2nccc(-c3ccc(F)cc3)n2)cc1 | -3 | 0.7 | -49 | 2 | 0 | 1 | -21 | 1
COc1ccc(CN2CCN(C(=O)c3cccc4ccccc34)CC2)c(OC)c1OC | -2 | -0.1 | 0 | -9 | 2 | 9 | 2 | 12
Cc1cc(C)n(CCNCc2c(C(=O)N3C[C@@H](C)O[C@@H](C)C3)nc3ccc(Cl)cn23)n1 | -1 | 0.0 | -8 | -4 | -3 | 1 | 4 | -6
Cc1ccnc(NC(=O)/C=C/c2ccccc2Cl)c1 | 20* | 1.8 | -3 | -3 | 29 | 98* | 1 | 96*
O=C(O)CSc1nnc(CNc2ccc(F)cc2)n1-c1ccccc1 | -1 | -0.4 | 15 | 0 | 3 | 4 | 1 | 4
N#Cc1c(N)sc2c1CCN(CCc1ccccc1)C2 | 3 | -0.9 | i | -2 | 7 | 2 | -13 | 8
O=C(c1cc2cc(Cl)ccc2oc1=O)N1CCN(c2ccccn2)CC1 | -1 | 3.7 | 5 | 4 | -7 | -14 | 9 | 7
CCN(CC)S(=O)(=O)c1ccc(-c2nnc(SCC(=O)c3ccc(OC)cc3)o2)cc1 | -10 | 2.1 | 2 | 7 | -2 | -2 | 4 | -1
CCC1(CC)Cc2ccccc2C(N)=C1C#N | 0 | -4.3 | 24 | 2 | 61* | -3 | 4 | -25
O=C(CCn1c(=S)[nH]c2ccccc2c1=O)NCCc1ccc(Cl)cc1 | 1 | -1.1 | -1 | -8 | -2 | -14 | 5 | -3
COc1ccc(C(=O)Nc2cccc(OC(=O)c3ccco3)c2)cc1 | 1 | -0.7 | 18 | 6 | 13 | 23 | -1 | 46
O=C(CCCc1ccccc1)NCc1cn2ccsc2n1 | -2 | -0.1 | 14 | -2 | -15 | 9 | 9 | -21
CCOc1ccc(C(=S)N2CCCC2)cc1OCC | 0 | -1.3 | 12 | 1 | 14 | 1 | -1 | 15
CSc1nc(N)n2nc(-c3ccc(Cl)cc3)cc2n1 | -17 | 1.4 | 3 | -5 | 5 | 98* | -4 | 94*

The closing three entries of the section above come first, to join the parts:
SMILES | NR3A LBD binder | MPTP inh | SENP8 block | HKDC1 inh | PfGluPho inh | SENP7 block | ATG4B inhibitor | SENP6 block
O=C(CCCc1ccccc1)NCc1cn2ccsc2n1 | -2 | -0.1 | 14 | -2 | -15 | 9 | 9 | -21
CCOc1ccc(C(=S)N2CCCC2)cc1OCC | 0 | -1.3 | 12 | 1 | 14 | 1 | -1 | 15
CSc1nc(N)n2nc(-c3ccc(Cl)cc3)cc2n1 | -17 | 1.4 | 3 | -5 | 5 | 98* | -4 | 94*
CCCCc1cc(=O)oc2cc(C)cc(OC(C)C(=O)NC(Cc3c[nH]c4ccc(O)cc34)C(=O)O)c12 (stereo not drawn) | -3 | -0.2 | -59 | 9 | -8 | 1 | -8 | -1
COC(=O)N1CCc2c(sc(NC(=O)C3=COCCO3)c2C#N)C1 | -2 | 0.2 | -26 | 0 | -7 | -7 | 11 | -10
CCOC(=O)CSC1=C(C#N)C(c2ccccc2F)C(C(C)=O)=C(C)N1 (stereo not drawn) | 4 | 1.2 | -10 | 5 | 10 | -1 | -4 | -1
CCN1C[C@@H]2[C@@H]3C(=O)N(Cc4ccccc4)C(=O)[C@@H]3[C@](CC)(C(=O)OC)N2C1=NC1CCCCC1 | 0 | -0.7 | 1 | 9 | 8 | 3 | 0 | ·
Cc1nonc1NC(=O)CSc1nnc(-c2ccoc2C)n1CC(C)C | 2 | 0.1 | 17 | 1 | -9 | 0 | -5 | -7

Whole records, looked up by structure.
Record of CCN1C[C@@H]2[C@@H]3C(=O)N(Cc4ccccc4)C(=O)[C@@H]3[C@](CC)(C(=O)OC)N2C1=NC1CCCCC1 = NR3A LBD binder = 0; MPTP inh = -0.7; SENP8 block = 1; HKDC1 inh = 9; PfGluPho inh = 8; SENP7 block = 3; ATG4B inhibitor = 0; SENP6 block = ·
Record of COC(=O)N1CCc2c(sc(NC(=O)C3=COCCO3)c2C#N)C1 = NR3A LBD binder = -2; MPTP inh = 0.2; SENP8 block = -26; HKDC1 inh = 0; PfGluPho inh = -7; SENP7 block = -7; ATG4B inhibitor = 11; SENP6 block = -10

Source: PubChem (Sanford-Burnham Center for Chemical Genomics)

No enrichment for hits; 6.9% or so of the library scored in one or more.
